# CFTR F508del cor – CFTR F508del correction in bronchial cells | 350,000 compounds, 0.36% hits | AID 720511 | CFBE cells, YFP halide quenching; stimulated with forskolin plus potentiator P3; % fluorescence drop versus neutral controls | activity (quench increase), % at 7.58 µM;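 active means mean added fluorescence quench of at least 8% versus neutral control, with both replicates also reaching 8%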;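 further: cells transiently co-express mutant CFTR-F508del with the halide-sensitive YFP; corrector assay measuring rescue of mutant channel to the surface after 24 h compound exposure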
# Cneo AK release – causes C. neoformans cell lysis; adenylate kinase release luminescence, 4 h; normalised: neutral wells 0, clomiphene wells 100; lysis activity, % at 15 µM; 360,000 compounds, 0.2% hits; AID 651654;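 active means mean lysis activity across replicates of at least 80%, whatever share of replicates individually reach that level; inactive means mean lysis activity below 80%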
#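 Assay system: Cryptococcus neoformans yeast cells / Dosing: single-point compound dose / Timing: 4 h at 37 °C static, read 1 h later / Measured by: luminescence of released adenylate kinase using an AK detection reagent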
# miR122 inh – miR-122 inhibition in Huh7 cells | Huh7 miR-122 Renilla luciferase sensor, 48 h; neutral wells = 0, positive control = 100 | activation (reporter increase), % at 12.5 µM | 340,000 compounds, 0.3% hits;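 active means mean replicate activation score at least 90 and every replicate individually at or above 90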;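 further: higher luciferase means less miR-122 activity so hits act as miR-122 inhibitors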
# FN deposition inh – fibronectin deposition inhibition; inhibition, % at 12.6 µM; 350,000 compounds, 0.086% hits; AH1F fibroblasts, Alexa488-fibronectin deposition fluorescence, overnight;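 active means mean inhibition across replicates of 30% or more, regardless of how many single replicates reach that level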;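 further: positive control wells lacked labelled fibronectin entirely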
#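 Assay system: AH1F fibroblast monolayer, labelled fibronectin deposition. Amount: 10000 cells per well. Also added: labelled fibronectin 24 nM. Compound: single-point pinned compound. Incubation: cell attachment 1 h, compound and FN exposure overnight. Detection: fluorescence after three HBSS washes, excitation 485 nm, emission 525 nm. Read-out: inhibition of fibronectin deposition signal.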
# PglD inh – PglD (C. jejuni) enzyme inhibition. purified PglD enzyme, DTNB colorimetric CoA detection. 360,000 compounds, 0.098% hits. inhibition, % at 12.5 µM; in the data active means inhibition above about 16%, passing the limit was not always enough; further: strong numbers were not always called active
# Statin myotox sup – suppressors of simvastatin-induced myotoxicity in C2C12 myotubes. ATP luminescence, 48 h; scaled: DMSO 0, geranylgeraniol control 100. rescue of ATP level, % at 7.49 µM. 330,000 compounds, 0.78% hits. AID 602340;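 active means mean ATP rescue above about 67%, or every replicate alone reaching that limit, limit read from the data, passing the limit was not always enough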;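 further: myotubes were challenged with 10 µM simvastatin during compound exposure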
# PGC1a acetyl inh – PGC1a acetylation modulation, inhibitor mode. inhibition, % at 15.6 µM. AID 651687. 350,000 compounds, 0.17% hits. U2OS PGC1a acetylation, AlphaScreen anti-acetyl-lysine; with virally co-expressed GCN5 acetyltransferase;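 active means every replicate shows inhibition of at least 40%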;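 further: 0% = neutral control wells and 100% = positive control wells; some results beyond the cut were filed as inactive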
# GSIS activator – GLuc luminescence reporter in INS-1E cells, primary screen for activators of glucose-dependent secretion of insulin. INS-1E GLuc reporter insulin secretion, 2-3 h. activation, % at 16.6 µM. 370,000 compounds, 0.61% hits;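 active means lowest replicate activation of at least 40%, so every replicate reaches that level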;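 further: 0% = median of neutral control wells and 100% = median of IBMX positive control wells; some compounds called inactive have numbers as strong as hits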
# * = called active by the depositor; / = no result given; & = joins results of further samples; [ ] = another dose, or the depositor's remark.
SMILES,CFTR F508del cor,Cneo AK release,miR122 inh,FN deposition inh,PglD inh,Statin myotox sup,PGC1a acetyl inh,GSIS activator
O=C([C@H]1[C@H](CO)[C@H]2Cn3c(ccc(-c4ccc(F)cc4)c3=O)[C@H]2N1Cc1cocn1)N1CCOCC1,-2.4,-2.9,-2.8[16.7 µM],/,-1.5,-2.3,5.4,14.7
CC(=O)N1CCCc2cc(S(=O)(=O)N3CCCC(C(=O)N4CCN(c5ccccc5)CC4)C3)ccc21 (stereo not drawn),-0.7,/,-6.0,11.3,/,-3.4,8.1,-58.5
COc1ccc(C#Cc2cnc3c(c2)C(=O)N([C@@H](C)CO)C[C@@H](C)[C@@H](CN(C)CC2CC2)O3)cc1,-0.9,/,-8.1[16.7 µM],/,/,6.7,-9.7,-0.5
Cc1ccc2c(c1)sc(-c1ccc(N(C)C)cc1)[n+]2C,5.3,-1.7,/,-17.4,-4.8,-123.7,/,-51.3
CC(C)NC(=O)Nc1ccc2c(c1)C(=O)N([C@H](C)CO)C[C@H](C)[C@@H](CN(C)Cc1ccc(C(F)(F)F)cc1)O2,-1.1,-1.0,-5.4[16.7 µM],/,0.3,-6.6,11.8,-4.8
O=C(CN1C(=O)C(=O)N(Cc2ccccc2)C1=O)c1ccc[nH]1,-2.4,2.4,-9.8,-1.2,2.7,3.4,-3.0,15.6
CS(=O)(=O)N1c2cccc3cccc(c23)S1(=O)=O,4.0,0.4,/,-9.6,-6.2,4.8,0.0,14.4
CC(=O)N1[C@H](CO)[C@@H](c2ccccc2)[C@@H]1CN(CC1CCC1)C(=O)CN(C)C,-1.1,2.6,0.0[16.7 µM],-2.3,25.3,10.6,2.7,5.2
COc1ccc(C)cc1NS(=O)(=O)c1ccc(-c2cnc(C3CC3)o2)cc1,2.1,-0.5,25.7,-13.2,-0.4,-53.0,-6.3,-31.3
O=C(CCCSc1nc2ccccc2s1)Nc1nccs1,/,-0.5,8.3,12.3,-2.3,4.4,-19.7,4.7
C[C@@H]1CN([C@H](C)CO)C(=O)c2cc(NS(=O)(=O)c3ccccc3)ccc2O[C@H]1CN(C)S(=O)(=O)c1ccc(Cl)cc1,-1.7,/,-1.0[16.7 µM],/,/,12.9,-3.9,-4.9
OCCOCCn1c(C2CCCN2c2nc(-c3ccc(F)cc3)cs2)nc2cc(Cl)c(Cl)cc21 (stereo not drawn),2.5,-1.3,9.0,-2.3,5.1,0.3,-11.9,-5.5
O=C(NCc1ccco1)c1ccc2c(c1)N(Cc1ccc(Cl)cc1)CCS2,0.1,0.8,/,3.6,-2.6,/,-1.4,-4.8
COc1ccc(Nc2nc(NCCO)nc(N3CCCC3)n2)cc1,-1.4,1.2,/,4.0,5.5,1.2,/,47.4
Cc1ccc(-c2nnc(COc3cccc(-n4cnnn4)c3)o2)cc1,/,2.8,-10.4,8.9,2.3,13.6,/,/
CN1CCN(CC(=O)C23CC4CC(CC(C4)C2)C3)CC1,/,-1.1,-0.3,/,0.8,/,/,-10.6
Cc1noc(C)c1NC(=O)N(C)C[C@@H]1Oc2ccc(NS(=O)(=O)c3cccs3)cc2CC(=O)N([C@@H](C)CO)C[C@H]1C,-4.4,2.8,2.9[16.7 µM],/,-0.6,-2.4,-2.9,1.6
CCOc1ccc(S(=O)(=O)N(CC)CC)cc1NC(=O)CSCc1c(C)noc1C,0.0,1.9,-10.7,-0.8,-2.0,3.2,13.7,-7.6
O=C1CCC([N+](=O)[O-])C(c2cc(Br)ccc2F)N1 (stereo not drawn),0.8,3.7,2.1,-1.1,1.1,1.1,-15.0,-6.2
CN(CCc1ccccc1)C(=O)c1ccc(NC(=O)Cc2ccc(NC(=O)C3CCCN(C(=O)C4CCCC4)C3)cc2)cc1 (stereo not drawn),2.9,2.1,-1.6,1.2,5.4,-5.8,-13.8,-4.7

# Sorted by value in GSIS activator (smallest number first): 3 of the compounds above
molecule	GSIS activator
CN1CCN(CC(=O)C23CC4CC(CC(C4)C2)C3)CC1	-10.6
CCOc1ccc(S(=O)(=O)N(CC)CC)cc1NC(=O)CSCc1c(C)noc1C	-7.6
Cc1noc(C)c1NC(=O)N(C)C[C@@H]1Oc2ccc(NS(=O)(=O)c3cccs3)cc2CC(=O)N([C@@H](C)CO)C[C@H]1C	1.6

# Next records.
SMILES,CFTR F508del cor,Cneo AK release,miR122 inh,FN deposition inh,PglD inh,Statin myotox sup,PGC1a acetyl inh,GSIS activator
O=C(Cn1cnc(S(=O)(=O)N2CCCCC2)c1)NCc1ccco1,/,-1.2,-3.7,/,-1.7,4.2,/,/
Cc1ccc(-c2ccc3c(c2)O[C@@H](CN(C)C(=O)C2CCC2)[C@@H](C)CN([C@H](C)CO)S3(=O)=O)cc1,-0.7,2.8,11.8[16.7 µM],/,0.4,17.8,3.1,-18.0
COc1ccc(C(=O)COc2ccc3c(C)cc(=O)oc3c2)cc1,-0.8,0.8,-9.6,-4.4,9.6,3.3,-1.7,16.7
O=C(COC(=O)CNS(=O)(=O)c1c(Cl)cccc1Cl)Nc1cccnc1Cl,/,-0.6,2.7,-1.3,-5.5,-4.1,2.9,-4.7
CC(=O)Nc1ccc(S(=O)(=O)NCCCN2CCN(Cc3ccccc3)CC2)cc1Cl,0.4,2.5,0.3,5.1,6.6,3.4,/,0.9
COc1ccc(C2CCCCCN2C(=O)C2CCN(S(=O)(=O)c3cccc(C(C)=O)c3)CC2)cc1 (stereo not drawn),-0.3,-1.1,-6.2,1.3,0.5,7.8,-6.7,-39.3
COc1ccc(/C=N/NC(=O)CC(=O)N/N=C/c2ccc(OC)cc2)cc1,2.6,2.4,-2.5,-10.3,-2.4,-0.4,6.0,-9.4
CO[C@H]1CN(C)C(=O)c2cc(NC(=O)NC3CCCC3)ccc2OC[C@H](C)N(CC2CC2)C[C@@H]1C,1.3,/,/,4.1,/,/,6.2,-3.1
O=C(c1ccccc1F)N1CC[C@H]2[C@H](CO)Nc3ccc(-c4ccc(F)cc4)cc3[C@H]21,1.9,-1.6,14.9[16.7 µM],10.7,2.4,4.5,2.5,11.8
CCCNC(=O)Cn1c(=O)n(C)c2ccccc21,0.8,/,/,-0.8,/,-2.5,0.1,0.3
Fc1ccc(NC(=S)Nc2cccnc2)c(F)c1F,-2.1,/,/,-3.1,/,/,4.5,0.4
O=C(NCC1CC1)[C@@H]1[C@@H](CO)[C@@H]2Cn3c(ccc(-c4ccncc4)c3=O)[C@H]1N2Cc1nccs1,/,-1.7,/,/,0.0,20.2,/,15.6
CCC1Oc2ccc(C)cc2N(CC(=O)NCCCN2CCCC2)C1=O (stereo not drawn),3.5,-0.3,2.6,-4.4,-3.6,-17.0,/,9.2
CC(C)c1csc(CN2CCC(n3nccc3NC(=O)Cc3ccccc3)CC2)n1,-3.2,-2.1,/,6.3,1.4,-5.5,/,-6.3
Cc1ccc(S(=O)(=O)Nc2ccc3c(c2)C(=O)N([C@@H](C)CO)C[C@H](C)[C@H](CN(C)S(=O)(=O)c2ccc(F)cc2)OCCCC[C@H](C)O3)cc1,2.3,-1.2,-17.5[16.7 µM],/,-1.3,/,0.6,1.6
Cc1noc(C)c1NC(=O)Nc1ccc2c(c1)C(=O)N([C@H](C)CO)C[C@H](C)[C@H](CN(C)C)O2,-1.3&1.0,22.3&-0.6,-0.7[16.7 µM],4.5,-2.7&6.6,8.5&9.4,-0.4,3.2
CCOC(=O)c1c(N=CN(C)C)c(C#N)c2n1CCCC2,/,-0.8,-5.0,-5.8,1.9,-0.5,-3.2,/
COc1ccc(NC(=O)CC2C(=O)N(C)C(=S)N2Cc2ccc3c(c2)OCO3)cc1 (stereo not drawn),/,/,2.9,1.8,/,-5.9,-1.1,-8.9
O=C(CCOc1ccccc1)OCC(=O)c1cc2ccccc2o1,/,-0.3,9.2,/,-2.4,9.7,8.6,/
CC(C)C(=O)NCCc1c[nH]c2ccccc12,/,7.7,7.2,1.3,-8.1,-1.3,2.5,6.4
O=C(C1CC1)N1CC(=O)N2[C@H](CO)[C@H](c3ccc(C#CC4CCCC4)cc3)[C@@H]2C1,2.0,/,/,-16.9,/,/,-8.7,-23.2
CCCC[C@@H]1C[C@H]1[C@@H](NC(=O)c1ccccc1)c1ccccc1C(F)(F)F,-1.5,2.4,-10.6,-3.5,-5.8,-19.2,-20.7,-14.9
COCC(=O)N[C@H]1C=C[C@@H](CC(=O)NCc2ccccc2OC)O[C@@H]1CO,1.6&1.9,4.4,/,2.7&8.4,2.7,-0.6,-6.8,-10.6&0.7
Cc1ccc(S(=O)(=O)N(C)C[C@@H]2OCc3cnnn3CCCC(=O)N([C@@H](C)CO)C[C@@H]2C)cc1,4.2&-2.9,0.5&-1.6,-9.8,-2.7&-16.7,0.2&-1.4,-6.5&1.2,9.7&5.5,-3.6&10.7
COc1ccc(-c2ccc([C@@H]3[C@@H](CO)N4CCCCN(C(=O)c5ccc6c(c5)OCO6)C[C@@H]34)cc2)cc1,0.5,27.5,40.0[16.7 µM],/,1.8,-1.3,1.9,-36.3

# Reformatted with bars between the fields: four of the compounds above.
molecule | CFTR F508del cor | Cneo AK release | miR122 inh | FN deposition inh | PglD inh | Statin myotox sup | PGC1a acetyl inh | GSIS activator
CCCC[C@@H]1C[C@H]1[C@@H](NC(=O)c1ccccc1)c1ccccc1C(F)(F)F | -1.5 | 2.4 | -10.6 | -3.5 | -5.8 | -19.2 | -20.7 | -14.9
COCC(=O)N[C@H]1C=C[C@@H](CC(=O)NCc2ccccc2OC)O[C@@H]1CO | 1.6&1.9 | 4.4 | / | 2.7&8.4 | 2.7 | -0.6 | -6.8 | -10.6&0.7
Cc1ccc(S(=O)(=O)N(C)C[C@@H]2OCc3cnnn3CCCC(=O)N([C@@H](C)CO)C[C@@H]2C)cc1 | 4.2&-2.9 | 0.5&-1.6 | -9.8 | -2.7&-16.7 | 0.2&-1.4 | -6.5&1.2 | 9.7&5.5 | -3.6&10.7
COc1ccc(-c2ccc([C@@H]3[C@@H](CO)N4CCCCN(C(=O)c5ccc6c(c5)OCO6)C[C@@H]34)cc2)cc1 | 0.5 | 27.5 | 40.0[16.7 µM] | / | 1.8 | -1.3 | 1.9 | -36.3
